Screening data deposited in PubChem by several laboratories.
RGS4 pot: RGS4 potentiation or activation; HEK293 M3R/inducible RGS4, carbachol calcium flux Fluo4; active compounds read low; B-score at 10 µM; 310,000 compounds, 0.92% hits; AID 463111;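 active means B-score of the integrated calcium signal more than 4 SD below the library mean, with starting fluorescence not abnormally high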;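 further: negative B-score means reduced calcium response which marks RGS4 activation or potentiation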
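Reagent: ECmax carbachol challenge; Test system: M3R-expressing HEK293 line, RGS4 induced by doxycycline; Schedule: overnight RGS4 induction, 30 min dye load 37 °C, 20 min compound RT; Detection: calcium dye Fluo4 fluorescence; Read-out: Agonist-evoked peak-minus-minimum fluorescence over baseline, integrated ratio, B score.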
KCNK9 inh: inhibitors of human KCNK9 two-pore domain potassium channel; Q9NPC2; HEK293 KCNK9, FluxOR thallium flux fluorescence; active compounds read low; B-score at 10 µM; 310,000 compounds, 1.2% hits;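 active means ratio B-score over 3 SD below the library mean, with starting fluorescence within 5 SD of its mean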;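 further: negative B-score means less thallium flux so channel inhibition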
Target sequence (Q9NPC2 whole entry, looked up, the tested form may be a part): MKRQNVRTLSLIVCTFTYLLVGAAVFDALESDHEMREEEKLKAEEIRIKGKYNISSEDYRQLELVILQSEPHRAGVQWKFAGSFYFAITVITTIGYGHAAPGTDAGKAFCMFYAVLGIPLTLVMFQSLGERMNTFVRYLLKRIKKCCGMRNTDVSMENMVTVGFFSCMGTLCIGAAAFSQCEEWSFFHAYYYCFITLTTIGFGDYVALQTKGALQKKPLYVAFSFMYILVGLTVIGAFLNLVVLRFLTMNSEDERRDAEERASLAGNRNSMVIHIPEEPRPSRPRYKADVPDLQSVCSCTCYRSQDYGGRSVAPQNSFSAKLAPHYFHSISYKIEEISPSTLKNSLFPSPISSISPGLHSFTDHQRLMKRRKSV
KCNK3 inh: human KCNK3 channel inhibition, primary screen | O14649 | AID 602410 | 340,000 compounds, 0.84% hits | B-score at 10 µM | CHO-KCNK3 thallium flux, FluxOR fluorescence; active compounds read low;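 active means B-score under library mean minus 4 SD, starting fluorescence ratio at most library mean plus 5 SD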;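 further: more negative B-score means stronger inhibition of thallium flux through KCNK3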
Target sequence (O14649 whole entry, looked up): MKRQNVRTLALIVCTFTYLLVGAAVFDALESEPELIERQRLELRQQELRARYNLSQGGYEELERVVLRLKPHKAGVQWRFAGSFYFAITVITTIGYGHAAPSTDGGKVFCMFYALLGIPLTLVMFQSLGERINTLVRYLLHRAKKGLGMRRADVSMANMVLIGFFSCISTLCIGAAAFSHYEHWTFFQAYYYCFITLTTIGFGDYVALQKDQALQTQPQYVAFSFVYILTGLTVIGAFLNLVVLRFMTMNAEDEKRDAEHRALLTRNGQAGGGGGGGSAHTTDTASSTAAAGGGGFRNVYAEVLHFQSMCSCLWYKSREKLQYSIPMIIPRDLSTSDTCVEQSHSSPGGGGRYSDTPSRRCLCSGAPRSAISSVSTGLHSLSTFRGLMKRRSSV
Dyrk1A ADPGlo: blocks rat Dyrk1A kinase activity | inhibition, % at 12.5 µM | 310,000 compounds, 0.43% hits | ADP-Glo luminescence, NFATc1 peptide | Q63470; in the data active means inhibition above about 50%;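 further: plate controls were vehicle with enzyme for no effect and no enzyme for full effect; many of its hits are not listed in these tables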
GSK3A inh: blocks human GSK-3 alpha kinase; P49840; ADP-Glo luminescence, 60 min; inhibition, % at 10 µM; 320,000 compounds, 0.1% hits; AID 2650;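 in the data active means inhibition above about 50%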;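 further: GST-tagged GSK-3 alpha with peptide substrate and 25 µM ATP; 0% = DMSO neutral wells and 100% = GW8510 positive control wells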
RGS4 inh: human RGS4 inhibition. 310,000 compounds, 0.45% hits. B-score at 10 µM. P49798. HEK293 M3R/RGS4 inducible, Fluo-4 calcium flux; active compounds read high; triggered by carbachol at its EC20. AID 463165;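 active means B-score, a plate-corrected calcium signal, over three deviations above library mean, with baseline fluorescence within five deviations of library mean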;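 further: RGS4 expression induced by doxycycline in cells with stable M3 receptor; B-score is computed from the integrated fluorescence ratio over baseline after carbachol; higher B-score means a larger calcium signal and so more RGS4 inhibition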
Target sequence (P49798 whole entry, looked up): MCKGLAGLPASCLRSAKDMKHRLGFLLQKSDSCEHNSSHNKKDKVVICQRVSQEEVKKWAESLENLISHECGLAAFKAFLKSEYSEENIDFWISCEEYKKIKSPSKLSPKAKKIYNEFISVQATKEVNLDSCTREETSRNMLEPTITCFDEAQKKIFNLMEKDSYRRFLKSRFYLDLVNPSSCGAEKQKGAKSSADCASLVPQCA
KCNQ1 inh: human KCNQ1 channel inhibition; 310,000 compounds, 1.3% hits; B-score at 10 µM; AID 2642; CHO-K1 KCNQ1, FluxOR thallium flux fluorescence; active compounds read high;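 active means compounds whose thallium flux B-score, printed positive for inhibition, exceeds three library SD while starting fluorescence stays within three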;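 further: channel opened by potassium depolarization with thallium stimulus after 20 min compound exposure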
PolyA inh: inhibitors of polyadenylation in S. cerevisiae; S. cerevisiae SKY197-pL101 polyadenylation reporter, beta-gal luminescence; efflux-impaired pdr1/pdr3 knockout yeast; score 100 = 6 SD above DMSO; calls only at 12 µM; 300,000 compounds, 0.02% hits;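 active means lowest replicate activity score at least 50, where 100 means six control SD above control mean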;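 further: yeast exposed to compound for 9 h at 30 °C; higher score means more reporter readthrough which indicates perturbed polyadenylation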
KCNQ1 act: potentiators or activators of human KCNQ1 potassium channel; P51787; CHO-K1 KCNQ1, thallium flux FluxOR fluorescence; active compounds read high; B-score at 10 µM; 310,000 compounds, 0.35% hits; AID 2648;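 active means fluorescence ratio B-score, a plate-corrected score, at least three library SD, with initial intensity B-score within 5 SD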
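Assay system: CHO-K1 cells stably expressing KCNQ1; Medium: assay buffer with matched DMSO; Also added: K+/Tl+ depolarizing stimulus; Dosing: single dose; Timing: dye 90 min, compound 20 min, room temperature; Measured by: kinetic FluxOR thallium fluorescence, 10-s 1-Hz baseline, 110-s post-stimulus read; Read-out: peak-minus-minimum fluorescence over initial fluorescence, negative-control normalized, B-scored.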
hERG rescue: shields human hERG channel from block by proarrhythmic agents; CHO-hERG, FluxOR thallium flux, dofetilide IC70 present; activation (rescue from dofetilide block), less the hit threshold, % at 10 µM; 310,000 compounds, 0.51% hits; AID 1511;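 active means activation above the mean of controls blocked by dofetilide plus 5 SD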;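 further: thallium influx through hERG after potassium depolarization seen as dye fluorescence rise; in these data hits start at about 4.7%; inactives centre near -7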
GSK3beta inhib: inhibitors of human GSK3beta kinase; P49841; GST-GSK3beta kinase, ADP-Glo luminescence, 60 min; active compounds read low; activity score (negative = inhibition), % at 10 µM; 300,000 compounds, 0.038% hits; AID 2097;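 active means more than half of replicate wells score below -50%, meaning over 50% inhibition versus plate controls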;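 further: 0% = median DMSO wells and -100% = median GW8510 positive control wells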
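test system = GST-tagged human GSK3beta kinase, cell-free | reagent = 25 µM ATP with peptide substrate | dosing = one dose of 10 µM per compound | schedule = 60 min reaction, RT | detection = luminescent ADP-Glo measurement of ADP formed | control set = DMSO neutral wells and GW8510 at 20 µM as positive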
Active calls of the source: *; i = inactive; . = not tested or not shown. An excerpt; rates above refer to the full screens.

SMILES	RGS4 pot	KCNK9 inh	KCNK3 inh	Dyrk1A ADPGlo	GSK3A inh	RGS4 inh	KCNQ1 inh	PolyA inh	KCNQ1 act	hERG rescue	GSK3beta inhib
COc1ccc(C)cc1NC(=O)c1ccc(-c2ccc(C(C)=O)cc2)o1	i	i	i	6	3	i	i	i	i	-17	0
c1coc(-c2nc(-c3ccco3)c(-c3ccco3)nc2-c2ccco2)c1	i	i	i	-9	0	i	i	i	i	-5	-1
Cc1cc(OC(C)C(=O)NCCc2c[nH]c3ccccc23)c2c(C)cc(=O)oc2c1 (stereo not drawn)	i	i	i	2	3	i	i	i	i	-12	1
O=C(Nc1ccccc1Oc1ccccc1)c1cccs1	i	i	i	-4	0	i	i	i	i	-11	0
CCNc1nc(NCC)n2c(SCC(=O)Nc3ccccc3C(F)(F)F)nnc2n1	i	i	i	17	-2	i	i	i	i	-10	1
O=C(CCc1c[nH]c2ccccc12)N1CCN(c2ccc(F)cc2)CC1	i	i	i	-1	-2	i	i	i	i	-14	-1
Clc1ccc2nc(-c3cccc(SC4CCCCC4)c3)c(NCc3ccccc3)n2c1	i	i	i	2	1	i	i	i	i	-13	-4
Cc1ccc(Nc2nnc(SCC(=O)NCCN3C(=O)CSC3=O)s2)cc1C	i	i	i	-2	0	i	i	i	i	-2	-1
CCOc1ccc(NC(=NCc2ccc3c(c2)OCO3)SC2CC(=O)N(c3ccc(C(=O)O)cc3)C2=O)cc1 (stereo not drawn)	i	i	i	-4	-7	i	i	i	i	-7	3
CC(C)CN1C(=O)c2ccc(C(=O)Nc3ccncc3)cc2C1=O	i	i	i	2	-2	i	i	i	i	-26	-6
Oc1ccc(CN2CCN(c3ncccn3)CC2)cc1	i	i	i	-2	-2	i	i	i	i	-6	4
CC(C)C(C(=O)NC1CCCCC1)N(CC1CCCO1)C(=O)CNS(=O)(=O)c1ccc(F)cc1 (stereo not drawn)	i	i	i	5	-1	i	i	i	i	-12	2
Cn1c(CNC(=O)c2ccc3c(c2)OCO3)nnc1SCC(=O)Nc1ccc(F)cc1	i	i	i	-1	-1	i	i	i	i	-5	.
CCc1ccc(NC(=O)CSc2nc3ccccc3nc2N2CCCC2)cc1	i	i	i	-1	-3	i	6*	i	i	-10	-4
CC(=O)N1c2ccc(S(=O)(=O)N3CCC(C(=O)NCc4ccccc4Cl)CC3)cc2CC1C (stereo not drawn)	i	i	i	-3	-2	i	i	i	i	-6	-5
COc1ccc(N2CCN(C(=O)COC(=O)CCOc3cc(C)ccc3C)CC2)cc1	i	i	i	2	-3	i	i	i	i	-13	-2
CC1CCCN(C(=O)c2ccc(S(=O)(=O)N3CCC(c4nc5ccccc5s4)CC3)cc2)C1 (stereo not drawn)	i	i	i	0	-1	i	i	i	i	-9	2
COc1ccc(CCNC(=O)C(=O)N/N=C/c2cccs2)cc1OC	i	i	i	-2	-3	i	i	.	i	-5	2
COC(=O)C1CN(C(=O)COc2cc(C)c(Cl)c(C)c2)c2ccccc2O1 (stereo not drawn)	i	-9.9*	i	-1	0	i	i	i	i	-1	-3
CC(C)n1cc(/C=C2/NC(=O)N(c3cccc(Cl)c3)C2=O)c2ccccc21	i	i	i	-1	-3	i	i	i	i	-12	-1
N=c1oc2ccccc2cc1C(=O)Nc1cccc(F)c1	i	i	i	3	-2	i	i	i	i	0	-5
CCOc1cc(C(=O)Nc2ccc(N3CCN(S(C)(=O)=O)CC3)cc2)cc(OCC)c1OCC	i	i	i	0	0	i	i	i	i	-8	-3
Cc1ccccc1OCC(=O)N(Cc1cccs1)C1CCS(=O)(=O)C1 (stereo not drawn)	i	i	i	3	-1	i	i	i	i	-11	0
CC(C)OCCCN1CN(S(=O)(=O)c2cccs2)c2nc3ccccc3nc21	i	i	.	.	-2	i	i	i	i	-4	1
C=CCn1c(SCC(=O)c2ccc(F)cc2)nnc1-c1ccc2c(c1)OCO2	i	i	i	-2	2	i	i	i	i	-1	2
Continuation:
SMILES	RGS4 pot	KCNK9 inh	KCNK3 inh	Dyrk1A ADPGlo	GSK3A inh	RGS4 inh	KCNQ1 inh	PolyA inh	KCNQ1 act	hERG rescue	GSK3beta inhib
CCc1nnc(N/N=C/c2ccc(N3CCC(C)CC3)c([N+](=O)[O-])c2)n1N	i	i	i	-4	1	i	i	i	i	-5	-2
Cc1cc(C(=O)CN2C(=O)NC3(CCCCC3C)C2=O)c(C)n1Cc1cccs1 (stereo not drawn)	i	i	i	2	0	i	i	i	i	-8	-1
CC(C)Cc1nc2c(nnn2Cc2ccccc2F)c(=O)[nH]1	i	i	i	5	1	i	i	i	i	-14	16
COc1ccc(CCN(C)C(=O)CNC(=O)Cc2cccc3ccccc23)cc1OC	i	i	i	.	-2	i	i	i	i	-11	-4
CCOc1ccc(S(=O)(=O)N/N=C2/CCCC(=O)C2)cc1	i	i	i	-1	-4	i	i	i	i	-5	-2
O=C(Nc1ccc([N+](=O)[O-])cc1)c1ccccc1F	i	i	i	3	-3	i	i	i	i	-1	-1
Cc1coc2cc3oc(=O)c(CCC(=O)NCc4ccccn4)c(C)c3cc12	i	i	i	5	-1	i	i	i	i	-5	5
O=C(Cc1ccccc1)N1CCN(S(=O)(=O)c2ccc([N+](=O)[O-])cc2)CC1	i	i	i	-1	1	i	i	i	i	-18	4
C=CCOc1nc(N2CCCC2)nc(N2CCCC2)n1	i	i	i	-9	-6	i	i	i	i	-7	-3
CCn1cc(CCCC(=O)NCc2cccc(OC)c2)c2ccccc21	i	i	i	-4	-2	i	i	i	i	-6	-1
O=C(NC1CCN(c2ncccn2)CC1)c1c(F)cccc1F	i	i	i	-6	-3	i	i	i	i	1	-3
COc1cccc(C(=O)CSc2nnc(-c3cccs3)o2)c1	i	i	i	6	-1	i	i	i	i	-4	-1
COc1ccc(-c2csc(NC(=O)c3ccc(C(C)(C)C)cc3)c2C(=O)O)cc1	i	i	i	.	-10	i	i	i	i	-14	-3
CN1/C(=C\C(=O)c2oc3ccccc3c2N)C(C)(C)c2ccccc21	i	i	i	2	0	i	i	i	i	-10	2
COc1ccc(CCNC(=O)NC2CCCCC2)cc1OC	i	i	i	-1	2	i	i	i	i	-6	-1
CCOc1ncccc1C(=O)Nc1ccc(F)cc1	i	i	i	1	3	i	i	i	i	-4	0
Cc1c(OCC(=O)NC(Cc2ccc(Cl)cc2)C(=O)O)ccc2c1oc(=O)c1ccccc12 (stereo not drawn)	i	i	i	24	3	i	i	i	i	-7	-2
CC(C)[C@H](NC(=O)N1CC(=O)Nc2ccccc21)C(=O)N[C@@H](Cc1c[nH]c2ccccc12)C(=O)O	i	i	i	10	-2	i	i	i	i	-3	0
COc1ccc(CC2(CO)CCN(Cc3cnn(-c4ccccc4OC)c3)CC2)cc1	i	i	i	3	1	i	i	i	i	-20	1
CCCc1[nH]nc2c1C(Cc1ccccc1)C(C#N)=C(N)O2 (stereo not drawn)	i	i	i	1	0	i	i	i	i	-8	-1
CCOC(=O)C1=C(Nc2cccc(Cl)c2)OCC1=O	i	i	i	2	2	i	i	i	i	-3	10
COC(=O)CNC(=O)Cc1c(C)n(C(=O)c2ccc(Cl)cc2)c2ccc(OC)cc12	i	i	i	-1	-1	i	i	i	i	-7	-2
Cn1cccc1C(C#N)(CC#N)c1cccc(F)c1C#N (stereo not drawn)	i	i	i	.	0	i	i	i	i	-7	2
CCNC(=S)Nc1ccc(Cl)c([N+](=O)[O-])c1	i	i	i	.	8	i	i	i	i	-6	3
CC(=O)c1c(C)[nH]c(C(=O)OCC(=O)NCCc2ccc(F)cc2)c1C	i	i	i	-3	-2	i	i	i	i	-11	-2
Next compounds follow:
SMILES	RGS4 pot	KCNK9 inh	KCNK3 inh	Dyrk1A ADPGlo	GSK3A inh	RGS4 inh	KCNQ1 inh	PolyA inh	KCNQ1 act	hERG rescue	GSK3beta inhib
Cc1ccc(OC(=O)c2sc(Cl)nc2C)cc1C	i	i	i	2	-1	i	i	i	i	-9	-1
COc1ccccc1C(=O)Oc1ccc(C(C)C)cc1	i	i	i	-6	-2	i	i	i	i	-3	1
CN(Cc1cccc([N+](=O)[O-])c1)Cc1cccc2ccccc12	i	-6.8*	-11*	11	-2	i	6*	i	i	-5	2
Cc1ccccc1-n1c(C)cc(/C=N/Nc2ccc([N+](=O)[O-])cn2)c1C	i	i	i	-2	-1	i	i	i	i	-6	1
O=C(c1ccccc1Sc1c(Cl)cccc1[N+](=O)[O-])N1CCOCC1	i	i	i	-3	-2	i	i	i	i	-5	3
COc1ccc(CCNC(=O)c2cc(=O)c3ccc(C)cc3o2)cc1OC	i	i	i	3	-2	i	i	i	i	-6	-3
OC(CNCC1(N2CCCCC2)CCCCC1)COc1ccc(Cl)cc1Cl (stereo not drawn)	i	i	i	2	-2	i	i	i	i	-9	-12
COc1cc(/C=C2/NC(=O)N(Cc3ccccc3F)C2=O)ccc1O	i	i	i	4	0	i	i	i	i	-5	0
COc1ccc(N2CCN(S(=O)(=O)c3ccc(OC)cc3)CC2)cc1	i	i	i	-1	-3	i	i	i	i	-6	-2
Cc1ccc2[nH]c(C(=O)NN=C3CCCCC3)c(-c3ccccc3)c2c1	i	i	i	-3	-1	i	i	i	i	-4	1
CC(C)NC(=O)CSc1nnc(-c2ccc(C(C)(C)C)cc2)n1C	i	i	i	.	-4	i	i	i	i	-4	-3
COc1cccc(OCCCOc2ccccc2C(C)C)c1	i	i	i	1	-4	i	i	i	i	-7	-5
CN(Cc1c(C(=O)N/N=C/c2ccc(O)cc2)nnn1-c1nonc1N)C1CCCCC1	i	i	i	41	60*	i	i	i	i	-2	0
CCOC(=O)c1ccc(NC(=O)c2nc[nH]c2C(=O)N(C)Cc2ccccc2)cc1	i	i	i	7	3	i	i	i	i	-9	-4
CN(Cc1ccccc1)C(=O)[C@H]1CCC(=O)N1Cc1ccco1	i	i	i	3	.	i	i	i	i	2	-5
O=c1c2ccccc2c(-c2ccccc2)nn1Cc1ccc(Cl)cc1	i	i	i	-6	-4	i	i	i	i	-14	1
COc1ccc(C(=O)NC(=S)NCc2ccco2)cc1OC	i	i	i	15	.	i	i	i	i	-1	4
